# V1R ag counter – counter-screen for oxytocin receptor agonists: human V1a receptor agonists; P37288; actives 0.25% (n = 320,000); activation, % at 3 µM; CHO-V1R cells, Fluo-8 calcium fluorescence, agonist mode; 0% DMSO, 100% 3 nM vasopressin; AID 2797;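 active means activation above the mean activation of all tested compounds plus 3 SD, per screening run, cut at about 20% in these data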;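 further: signal is peak over basal fluorescence ratio across a 100 second FLIPR read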
# OXTR potentiate – potentiates the human oxytocin receptor response; P30559; CHO-OTR cells, Fluo-8 calcium fluorescence, potentiator mode; 0% = oxytocin EC15, 100% = EC100; activation, % at 3 µM; actives 0.061% (n = 320,000);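 active means activation above that plate's cutoff, the mean activation of tested compounds plus 3 SD, cut at about 6.6% in these data, passing the limit was not always enough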;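 further: 100% uses oxytocin at 75 nM as the full agonist control; some results filed as inactive read as strong as hits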
# Target sequence (P30559 whole entry, looked up): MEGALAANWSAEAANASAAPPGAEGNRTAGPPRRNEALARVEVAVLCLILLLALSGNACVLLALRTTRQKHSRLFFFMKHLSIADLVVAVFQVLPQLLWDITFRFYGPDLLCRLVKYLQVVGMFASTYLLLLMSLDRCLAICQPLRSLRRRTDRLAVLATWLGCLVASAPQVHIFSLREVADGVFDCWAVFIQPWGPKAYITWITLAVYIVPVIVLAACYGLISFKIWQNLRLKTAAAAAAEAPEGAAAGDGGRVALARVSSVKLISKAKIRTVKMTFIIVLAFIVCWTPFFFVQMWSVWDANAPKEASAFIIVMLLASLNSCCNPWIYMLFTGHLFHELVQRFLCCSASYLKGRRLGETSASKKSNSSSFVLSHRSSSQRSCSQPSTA
#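 test system = CHO-OTR cells, human receptor | compound = single-point 3.0 µM | schedule = 6 min compound pre-incubation at room temperature, 100 s kinetic read | signal = Fluo-8 no-wash calcium dye fluorescence, excitation 470-495 nm, emission 515-575 nm | repeats = single well per compound, singlicate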
# OXTR ag – agonists of human oxytocin receptor; activation, % at 3 µM; P30559; actives 0.32% (n = 320,000); CHO-OTR cells, Fluo-8 calcium fluorescence; normalized: DMSO 0%, oxytocin 100%;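 active means activation above the mean of all tested compounds plus 3 SD, cutoff set per screening run, cut at about 20% in these data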;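 further: peak over basal fluorescence ratio from a 100 s FLIPR kinetic read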
# GalR3 antagonist – antagonists of human GalR3 | actives 0.44% (n = 360,000) | HEK293 GalR3-CNG cAMP membrane potential fluorescence; galR3 body fused to GalR1 C-terminus | O60755 | inhibition, % at 3 µM;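 active means inhibition above the screen-wide average plus 3 SD, cut at about 13% in these data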;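 further: forskolin and galanin both at EC90 stimulate the cells; cAMP rise reported by CNG channel membrane potential dye signal; 0% = forskolin plus galanin with DMSO and 100% = forskolin alone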
# * = called active by the depositor. These rows are one share of the data (hit frequency here may not be typical).
SMILES,V1R ag counter,OXTR potentiate,OXTR ag,GalR3 antagonist
CC[C@@H]1C(=O)OC[C@@H]1Cc1cncn1C,1.2,-3.5,0.3,1.0
